Source: PubChem (Johns Hopkins Ion Channel Center)
ANO1 activ: mouse TMEM16A channel activation, primary screen | Q8BHY3 | HEK293 TMEM16A/YFP-H148Q/I152L, iodide quench fluorescence; hits give low values | B-score at 10 µM | hit rate 0.3% among 340,000;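 active = fluorescence-ratio B-score plate-corrected deviation score at least 3 library SD below zero, with starting fluorescence score within 5 deviations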;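 note: channel opened by trigger with iodide after compound preincubation; score built on the fluorescence ratio of max minus min over baseline; more negative score means more quench and so TMEM16A activation or potentiation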
KCNK3 block: human KCNK3 channel inhibition, primary screen. O14649. CHO-KCNK3 thallium flux, FluxOR fluorescence; hits give low values. B-score at 10 µM. hit rate 0.84% among 340,000;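 active = B-score under library mean minus 4 SD, starting fluorescence ratio at most library mean plus 5 SD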;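 note: more negative B-score means stronger inhibition of thallium flux through KCNK3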
* hit, by the source's call; i = inactive. These rows are one share of the data; rates above refer to the full screens.

cpd | structure | ANO1 activ | KCNK3 block
1 | Oc1ccc2c(c1)OCC1(O)Cc3cc(O)c(O)cc3C21 (stereo not given) | i | i
2 | Oc1cc2c(cc1O)[C@H]1c3ccc(O)c(O)c3OC[C@@]1(O)C2 | i | i
3 | COC(=O)C1=CO[C@@H](O[C@@H]2O[C@H](CO)[C@@H](O)[C@H](O)[C@H]2O)C2C1C[C@H](O)[C@@H]2C (stereo not given in full) | i | i
4 | C/C=C/C(=O)N(CC)c1ccccc1C | i | i
5 | COc1ccccc1N1CCN(CCCN=C2CC(=O)N(C)C(=O)N2C)CC1 | i | i
6 | C=CC[n+]1ccc(/C=C2\C=Cc3cc(C)ccc3N2CC)c2ccccc21 | i | -15*
7 | Cc1c(C(=O)O)c(O)cc2c1C(=O)c1c(O)c([C@@H]3O[C@H](CO)[C@@H](O)[C@H](O)[C@H]3O)c(O)c(O)c1C2=O | i | i
8 | COc1cc(-c2oc3cc(O)cc(O)c3c(=O)c2O[C@@H]2O[C@H](COC3O[C@@H](C)[C@H](O)[C@@H](O)[C@H]3O)[C@@H](O)[C@H](O)[C@H]2O)ccc1O (stereo not given in full) | i | i

Complete entries, looked up by structure. Order of screens: ANO1 activ, KCNK3 block
COC(=O)C1=CO[C@@H](O[C@@H]2O[C@H](CO)[C@@H](O)[C@H](O)[C@H]2O)C2C1C[C@H](O)[C@@H]2C (stereo not given in full) across the screens: i, i
C/C=C/C(=O)N(CC)c1ccccc1C across the screens: i, i
COc1ccccc1N1CCN(CCCN=C2CC(=O)N(C)C(=O)N2C)CC1 across the screens: i, i
